# Bioassay records as filed in PubChem.
# FBW7 act = FBW7 E3 ligase activators, primary screen, biochemical, AlphaScreen, human; F-box/WD repeat-containing protein 7 (Homo sapiens), Q969H0; AlphaScreen FBW7–phospho-cyclin E peptide binding, activator screen; normalized activity (activation), % at 26.1 µM; 650,000 tested, 0.13% active; AID 1259310, 2017; in the data active = normalized activity above about 1.9%;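 also: purified mutant Fbw7 with reduced substrate affinity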
# TEAD-YAP inh = TEAD-YAP interaction inhibition, primary screen, TEAD-YAP interaction inhibitor project, luminescence, HEK-TIYL cells. AID 1259422, 2018. 640,000 tested, 1.4% active. TEAD-Gal4/YAP UAS-luciferase luminescence. inhibition, % at 9.12 µM; in the data active = inhibition above about 32%;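 also: 0% = median of test compound wells and 100% = reference inhibitor wells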
# MITF primary = MITF inhibitors, primary screen, biochemical, AlphaScreen, human. inhibition, % at 2.6 µM. AID 1259374, 2018. AlphaScreen MITF homodimerization, bead proximity signal. 650,000 tested, 0.91% active; in the data active = inhibition above about 50%;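 also: 0% = vehicle wells with protein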
# Target sequence (O75030 whole entry, looked up): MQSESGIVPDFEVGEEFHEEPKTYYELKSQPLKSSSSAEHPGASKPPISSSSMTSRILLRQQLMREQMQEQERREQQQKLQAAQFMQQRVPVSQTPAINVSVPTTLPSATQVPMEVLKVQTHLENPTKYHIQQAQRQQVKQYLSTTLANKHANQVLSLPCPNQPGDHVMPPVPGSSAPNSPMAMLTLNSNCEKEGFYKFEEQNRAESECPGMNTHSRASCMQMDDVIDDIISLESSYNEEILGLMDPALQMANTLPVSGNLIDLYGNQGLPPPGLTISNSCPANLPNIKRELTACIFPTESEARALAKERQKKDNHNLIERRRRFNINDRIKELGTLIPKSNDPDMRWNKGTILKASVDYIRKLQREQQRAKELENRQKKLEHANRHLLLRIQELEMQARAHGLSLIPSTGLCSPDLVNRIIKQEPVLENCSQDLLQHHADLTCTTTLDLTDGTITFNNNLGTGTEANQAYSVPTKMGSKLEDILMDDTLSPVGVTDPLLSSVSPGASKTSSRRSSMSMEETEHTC
# GPR151 activ = activators of human GPR151, primary screen, cell-based, PathHunter beta-arrestin, luminescence. 650,000 tested, 1% active. G-protein coupled receptor 151 (Homo sapiens), Q8TDV0. PathHunter beta-arrestin GPR151 cells. activation, % at 11.2 µM; in the data active = activation above about 4.9%;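 also: 0% = median of compound wells and 100% = cells with positive control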
# Target sequence (Q8TDV0 whole entry, looked up): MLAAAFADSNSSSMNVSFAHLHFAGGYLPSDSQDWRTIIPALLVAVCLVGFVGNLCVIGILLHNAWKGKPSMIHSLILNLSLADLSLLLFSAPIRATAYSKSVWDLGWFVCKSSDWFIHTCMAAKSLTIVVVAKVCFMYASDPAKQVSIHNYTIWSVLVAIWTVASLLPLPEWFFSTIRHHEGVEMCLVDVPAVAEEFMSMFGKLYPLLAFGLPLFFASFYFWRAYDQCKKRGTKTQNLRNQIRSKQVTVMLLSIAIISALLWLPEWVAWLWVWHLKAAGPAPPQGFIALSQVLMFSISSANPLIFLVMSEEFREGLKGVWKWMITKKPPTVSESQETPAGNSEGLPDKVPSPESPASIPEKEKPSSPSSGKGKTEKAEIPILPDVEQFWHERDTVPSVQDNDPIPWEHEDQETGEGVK
# Starred values were filed as active, the others as inactive; & = joins results of further samples; ! = a repeat was not active. No enrichment for hits; any-hit rate near 3.4%.
# Under each structure – FBW7 act	TEAD-YAP inh	MITF primary	GPR151 activ
> O=C(NN(c1ccccc1)C1CCS(=O)(=O)C1)c1ccco1 (stereo not given)
→ 0.6	-8	12	2.8
> Cn1c(C(=O)Nc2ccc(Oc3ccccc3)cc2)cc2c(=O)n3ccccc3nc21
→ 0.2	-4	4	5.9*
> O=C(NCCCN1CCCC1=O)c1ccc2nc(N3CCN(Cc4ccc5c(c4)OCO5)CC3)sc2c1
→ -0.1	-6	2	2.0
> CC(=O)Nc1ccc2oc3ccccc3c2c1
→ 0.0	5	4	0.9
> Cc1nc2sc(C)c(C)n2c(=O)c1NC(=O)CC(c1ccccc1)c1ccccc1
→ 0.2	11	9	-1.6
> CC(C)(C)NC(=O)Cc1ccc(Cl)c(Cl)c1
→ 0.1	-7	13	0.9
> CCOc1cc(Br)c([N+](=O)[O-])cc1OCC
→ 0.0	-5	-7	1.2
> Cc1cc(C)c2[nH]c(C)cc(=O)c2c1
→ 0.2	1	9	-1.5
> CCn1cc(C(=O)N2CCCC2c2nc(-c3ccncc3)n[nH]2)c(C)n1 (stereo not given)
→ -0.1	7	5	0.1
> O=C(CNCCN1CCOCC1)N1c2ccccc2CCc2ccccc21
→ 1.0	3	48	-0.7
> O=C(Nc1ccc(S(=O)(=O)N2CCCC2)cc1)c1ccccc1Oc1ccccc1
→ 0.0	7	7	0.3
> Cc1sc2nc3c4ccccc4c(N4CCN(CCO)CC4)nn3c(=O)c2c1C
→ 0.0	-4	1	1.9
> COc1cc(/C=C2N=C(/C=C/c3cccc(Cl)c3Cl)OC/2=O)cc(Br)c1OC(C)=O
→ 0.3	3	7	0.8
> O=C(N[C@H]1C[C@H]2C(=O)N[C@@H](Cc3ccccc3)C(=O)N2C1)c1ccc(C(F)(F)F)cc1
→ -0.2	1	2	0.4
> COc1ccccc1C(=O)N1CCN(c2ccc(C(F)(F)F)cc2[N+](=O)[O-])CC1
→ -0.1	-4	10	0.8
> CCc1ccc(C2C(C#N)=C(N)N(c3ccc(Br)cc3)C3=C2C(=O)CCC3)s1 (stereo not given)
→ 0.1	-6	2	1.7
> CCCCOC(=O)C1=C(C)NC(=O)NC1c1ccc(OC)c(OC)c1 (stereo not given)
→ 0.3	-1	-13	0.5
> CCOC(=O)c1cnc2ccc(OCC)cc2c1NCc1cccnc1
→ 0.1	-12	0	0.8
> CSc1ccccc1C(=O)Nc1nc(-c2ccc(C)cc2C)cs1
→ -0.1	9	14	0.1
> CC(C)(C)c1ccc(S(=O)(=O)Nc2ccc3c(c2)c2c(n3S(=O)(=O)c3ccc(C(C)(C)C)cc3)CCCC2=O)cc1
→ 0.1	3	1	1.1
> CC1CCCCN1CCNC(=O)C1c2ccccc2C(=O)N(C)C1c1cccs1 (stereo not given)
→ 0.2	12	-13	-0.8
> CCCOc1ccc(C2C(C(=O)OC)=C(C)NC3=C2C(=O)CC(c2ccc(Cl)cc2)C3)cc1OC (stereo not given)
→ 0.0	-7	7	-0.5
> CC(=O)Nc1c2c(nn1-c1nc3ccccc3s1)CCC2
→ 0.7	-10	10	-0.2
> O=C1CC(c2cccc(Oc3ccccc3)c2)c2ccc3ccccc3c2N1 (stereo not given)
→ 0.2	16	9	-0.8
> O=C(Nc1ccccc1)c1cnc(Nc2ccncn2)s1
→ -0.2	14	-16	0.6
> Cc1ccc(N2C(=O)/C(=C\c3ccc(C(=O)O)cc3)NC2=S)cc1
→ 0.0	3	15	0.2
> N#Cc1ccc(C(=O)Nc2cccc(F)c2)c(F)c1
→ 0.1	2	7	3.1
> CN(C)c1ccc(/C=C/CN2CCCCC2CO)cc1 (stereo not given)
→ -0.3	5	-10	-0.5
> CC(=O)Nc1nc(-c2ccc(F)cc2)c(C)s1
→ -0.3	14	-1	4.0
> CC(NS(=O)(=O)c1cc(C(F)(F)F)ccc1Cl)C(=O)OCC#N (stereo not given)
→ 0.0	4	-14	-1.8
> Cc1ccc(S(=O)(=O)N2CCCC2C(=O)O)cc1 (stereo not given)
→ 0.0	7	12	-0.2
> COc1c(S(=O)(=O)Nc2cccc(-c3cn4cccnc4n3)c2)ccc(Cl)c1Cl
→ -0.2	-5	-13	-1.5
> CC(C)(C)n1nnnc1C(c1ccccc1)N1CCc2ccccc2C1 (stereo not given)
→ 0.0	2	-7	0.4
> CC(=O)NCCCc1nc2ccccc2[nH]1
→ 0.0	1	10	-0.9
> O=C(Nc1nnc(-c2ccc(Cl)s2)o1)c1ccccc1Cl
→ -0.1	-12	3	0.7
> Fc1cccc(CN2CCN(C3CCCCC3)CC2)c1
→ 0.0	10	72*	-0.2
> CCOc1cc(N2CCOCC2)c(OCC)cc1NC(=O)c1cccc([N+](=O)[O-])c1C
→ 0.0	4	-1	3.0
> O=C(c1ccc(SCc2ccccc2Cl)c([N+](=O)[O-])c1)N1CCOCC1
→ -0.1	6	-1	-1.0
> CC(=O)Nc1ccnn1C1CCN(CCCC2CCCC2)CC1
→ 0.2	-5	9	1.0
> O=C(CCC(=O)Nc1ccc(F)cc1)N/N=C/c1ccc(F)cc1
→ -0.1	8	13	0.4
> CC1(C(=O)OCC(=O)N2CCc3ccccc32)CC1(Cl)Cl (stereo not given)
→ 0.3	-29	6	-0.1
> O=C(NCC1CCCN(Cc2ccncc2)C1)c1cccc(C(F)(F)F)c1 (stereo not given)
→ -0.1	-6	-3	0.5
> CCOc1cc(/C=N/NC(=O)CNc2ccccc2C)ccc1O
→ 0.1	10	-8	-0.5
> COc1ccc(OC)c(NS(=O)(=O)c2ccc(C)c([N+](=O)[O-])c2)c1
→ -0.1	3	11	-1.3
> Cc1cccn2c(CNCCc3ccc(Cl)cc3)c(C(=O)N3CCOCC3)nc12
→ -0.1	11	-2	2.5
> CC(=O)Oc1ccc(-c2ccc(C(=O)NC(C)C3CC4CCC3C4)cc2)cc1 (stereo not given)
→ 0.0	1	5	-1.1
> CCOc1ccc(CN2CCNC(=O)C2CC(=O)NCc2csc(C(C)C)n2)cc1 (stereo not given)
→ 0.1	2	-13	0.4
> COCC(=O)Nc1c(C(=O)Nc2ccc(Cl)cc2)oc2ccccc12
→ -0.1	-15	-2	-0.8
> COc1c(C(=O)NCc2cccnc2)ccc2ccccc12
→ 0.2	5	13	1.2
> CN1CCN(c2ccc(NC(=O)COc3ccc(Br)cc3)cc2Cl)CC1
→ 0.0	6	14	-0.3
> CCn1cc(CN2CCN3C(=O)[C@@H](C)NC(=O)[C@H]3C2)c(C)n1
→ -0.1	-5	-4	-0.4
> COc1ccc2c(=O)c(Oc3ccc(C(C)(C)C)cc3)coc2c1
→ 0.8	-1	17	0.3
> O=C(/C=C/c1cccc(Br)c1)Nc1ccc(S(=O)(=O)N2CCCCC2)cc1
→ 0.1	16	-4	-0.6
> CCOC(=O)c1cc2occc2n1CC(=O)N1C(C)CCCC1C (stereo not given)
→ 1.6	11	34	-0.5
> O=C(O)c1cc(-c2ccccc2F)n[nH]1
→ -0.1	3	2	1.3
> CCN1CCC(NCc2ccc(Br)cc2)CC1
→ 0.0	-3	0	2.3
> COc1ccc(-c2cc(C(=O)Nc3ccc(Oc4cc(Oc5ccccc5)cc([N+](=O)[O-])c4)cc3)c3ccccc3n2)cc1
→ 0.1	-6	12	0.2
> COc1ccc(N2C(=O)/C(=C/c3ccccc3OCC(=O)O)NC2=S)cc1
→ 0.0	-1	0	-0.4
> COc1ccccc1-c1nc(-c2ccc(Cl)cc2Cl)no1
→ 0.1	1	15	-0.8
> CCOc1ccc(NC(=O)CSc2nc3c(sc(=S)n3-c3ccccc3)c(=O)n2-c2ccccc2OC)cc1
→ -0.2	-9	3	1.4

# (continued)
# Under each structure – FBW7 act	TEAD-YAP inh	MITF primary	GPR151 activ
> CC1=C(C(=O)OCCOC(C)C)C(c2coc3ccccc3c2=O)C2=C(CC(c3cccs3)CC2=O)N1 (stereo not given)
→ 0.1	4	11	-0.9
> Fc1ccc(-c2ccc(C(=S)N3CCOCC3)o2)cc1
→ -0.3	-40	16	-1.8
> CC(C)NC(=O)CCC(=O)N1CCOc2ccc(Cl)cc21
→ 0.1	-3	2	1.5
> COC(=O)C1=C(C)Nc2ncnn2C1c1cccc(Br)c1 (stereo not given)
→ 0.0	1	-8	2.7
> CCOC(=O)c1ccc(CNC(C)(CC)c2nnnn2-c2c(C)cccc2C)o1 (stereo not given)
→ 0.0	-8	-30	1.3
> Nc1nonc1-n1nnc(C(=O)N/N=C/c2ccc(O)cc2)c1CN1CCCCCC1
→ 0.0	-16	-15	0.6
> COc1ccc(CNC(=O)C(C)C)cc1
→ 0.0	4	2	2.9
> CC(=O)c1ccccc1OC(=O)CN1C(=O)c2ccccc2C1=O
→ 0.3	2	11	0.0
> Cc1cccc(C)c1OCC(O)CN1CCN(Cc2ccc3c(c2)OCO3)CC1 (stereo not given)
→ -0.1	-8	10	1.3
> COc1ccc(NC(=O)C23CCC(C2)C(C)(C)C3=O)cc1 (stereo not given)
→ 0.0	-4	-1	2.2
> Cc1ccc(N(C)C(=O)CCS(=O)(=O)c2ccc3c(c2)OCC(=O)N3)cc1
→ -0.1	-3	-2	-1.2
> CCc1ccccc1-n1cnc2cc(C(=O)NCc3ccc(C)cc3)ccc21
→ -0.1	-7	-6	1.0
> CN(C)c1ccc(C(=O)OCC(=O)c2ccccc2)cc1
→ 0.0	17	-7	1.3
> O=C(C1CCCN(Cc2nc(-c3cccc(Cl)c3)no2)C1)N1CCOCC1 (stereo not given)
→ 0.1	-3	5	-1.0
> CC(C)(S)C(N)C(=O)O (stereo not given)
→ -0.1&0.0	-9	1&-7	5.1*!
> COc1ccccc1C(=O)Nc1ccc2oc(-c3cccc(C)c3)nc2c1
→ -0.1	-3	1	1.3
> COC(=O)C(CO)Nc1c([N+](=O)[O-])cc(C(=O)O)cc1[N+](=O)[O-] (stereo not given)
→ -0.1	2	3	0.2
> COc1ccc(C(C)=O)cc1COC(=O)c1ccc(-n2nc(C)cc2C)cc1
→ 0.1	0	-13	-0.2
> CC(C)c1ccc(NC(=O)CN2CCN(c3ccccn3)CC2)cc1
→ 0.0	-4	13	0.3
> O=C(N/N=C/c1cccc(Br)c1)c1cccc([N+](=O)[O-])c1
→ -0.1	14	-10	-0.7
> Cc1nc(C)c(-c2ccc(OCCNC(=O)c3cccn(C)c3=O)nn2)s1
→ -0.1	-1	22	-1.6
> CCCCNC(=O)c1cn(CC)c2ccc(S(=O)(=O)N3CCCCCC3)cc2c1=O
→ -0.1	6	4	1.4
> CCOCC(=O)N(CC)Cc1ccccc1
→ 0.0	26	4	-0.2
> COCc1cc(C)nc(Oc2ccccc2)c1C#N
→ 0.0	-10	-3	-0.1
> O=C(NC1CCS(=O)(=O)C1)c1ccccc1[N+](=O)[O-] (stereo not given)
→ -0.1	0	9	0.6
> COc1cccc2sc(N)nc12
→ -0.1	-5	6	-0.2
> CCN1CCN(c2c(S(=O)(=O)c3ccccc3)cnc3ccccc23)CC1
→ -0.1	-4	-8	2.0
> COc1cc2c(cc1OC)C(COc1ccc(C(C)C)cc1)N(C(=O)C(C)(C)C)CC2 (stereo not given)
→ 0.0	5	5	-0.5
> COc1ccc(CCNC(=O)c2ccc3c(c2)nc(SCC(=O)NC2CCCCC2)n2c4ccccc4nc32)cc1OC
→ -0.1	10	-3	0.4
> COc1ccccc1CNC(=O)c1cnn2c(C)c(Cc3cccc(Br)c3)c(C)nc12
→ 0.0	-7	14	0.0

# Rewritten field by field: three of the compounds above.
O=C(Nc1ccccc1)c1cnc(Nc2ccncn2)s1
  FBW7 act: -0.2; TEAD-YAP inh: 14; MITF primary: -16; GPR151 activ: 0.6

Cc1ccc(N2C(=O)/C(=C\c3ccc(C(=O)O)cc3)NC2=S)cc1
  FBW7 act: 0.0; TEAD-YAP inh: 3; MITF primary: 15; GPR151 activ: 0.2

N#Cc1ccc(C(=O)Nc2cccc(F)c2)c(F)c1
  FBW7 act: 0.1; TEAD-YAP inh: 2; MITF primary: 7; GPR151 activ: 3.1

# The list goes on.
# Under each structure – FBW7 act	TEAD-YAP inh	MITF primary	GPR151 activ
> O=C(c1c(F)cccc1F)N1CCN(S(=O)(=O)c2cc3c4c(c2)CCN4C(=O)CC3)CC1
→ 0.2	-6	-6	4.0
> O=[N+]([O-])c1ccc(-c2nnn(CNc3ccc(Cl)cc3)n2)cc1
→ 0.1	6	5	-1.4
> Cn1ccnc1SCCNc1nc2nonc2nc1N1CCCCC1
→ 0.1	-20	-11	2.8
> CCCC12CN3CCN(CC(C3)/C1=N\NC(=O)Nc1ccccc1)C2
→ 0.0	-4	2	-0.4
> CC(=Nc1ccccc1)C1=C(O)CCCC1=O
→ 0.3	1	20	-0.3
> COc1ccc(C)cc1NC(=O)c1sc2nc(-c3ccc(F)cc3)cn2c1C
→ -0.1	6	-2	0.0
> O=C(Cn1cnc2scc(-c3ccccc3)c2c1=O)N1CCCCCC1
→ 0.0	10	19	-1.1
> CC(C)n1c(N2CCN(C)CC2)nc2c1c(=O)n(C)c(=O)n2C
→ 0.4	3	-6	1.5
> CCN(CC1CCCO1)C(=O)c1cc(COc2ccc(F)cc2F)on1 (stereo not given)
→ -0.1	0	13	0.9
